LYP act: activators of human LYP (PTPN22) phosphatase; Q9Y2R2; AID 697; recombinant LYP, DiFMUP fluorescence; 0 = plate median, 100 = signal doubled; hit rate 0.11% among 96,000; activation, % at 2 µM;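 active = activation at 2 µM above a set limit, the mean plus 5 SD, cut at about 37% in these data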
LYP inh 2: blocks human PTPN22 phosphatase activity; recombinant LYP catalytic domain, DiFMUP fluorescence; inhibition, % at 2 µM; Q9Y2R2; hit rate 0.21% among 96,000;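 active = inhibition at 2 µM at or above a set limit, the screen mean plus 3 SD, cut at about 24% in these data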;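 also: 0% = DMSO with enzyme and 100% = enzyme fully blocked by orthovanadate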
EphB4 antag: antagonists of human EphB4-ephrin-B2 interaction; EphB4 LBD / TNYL-RAW-Alexa532 peptide, fluorescence polarization; inhibition, % at 7 µM; hit rate 0.15% among 97,000;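 active = inhibition above the screen-wide mean inhibition plus 3 SD, cut at about 15% in these data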;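 also: 0% = DMSO wells and 100% = excess unlabeled TNYL-RAW peptide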
Target sequence (P54760 whole entry, looked up, the tested form may be a part): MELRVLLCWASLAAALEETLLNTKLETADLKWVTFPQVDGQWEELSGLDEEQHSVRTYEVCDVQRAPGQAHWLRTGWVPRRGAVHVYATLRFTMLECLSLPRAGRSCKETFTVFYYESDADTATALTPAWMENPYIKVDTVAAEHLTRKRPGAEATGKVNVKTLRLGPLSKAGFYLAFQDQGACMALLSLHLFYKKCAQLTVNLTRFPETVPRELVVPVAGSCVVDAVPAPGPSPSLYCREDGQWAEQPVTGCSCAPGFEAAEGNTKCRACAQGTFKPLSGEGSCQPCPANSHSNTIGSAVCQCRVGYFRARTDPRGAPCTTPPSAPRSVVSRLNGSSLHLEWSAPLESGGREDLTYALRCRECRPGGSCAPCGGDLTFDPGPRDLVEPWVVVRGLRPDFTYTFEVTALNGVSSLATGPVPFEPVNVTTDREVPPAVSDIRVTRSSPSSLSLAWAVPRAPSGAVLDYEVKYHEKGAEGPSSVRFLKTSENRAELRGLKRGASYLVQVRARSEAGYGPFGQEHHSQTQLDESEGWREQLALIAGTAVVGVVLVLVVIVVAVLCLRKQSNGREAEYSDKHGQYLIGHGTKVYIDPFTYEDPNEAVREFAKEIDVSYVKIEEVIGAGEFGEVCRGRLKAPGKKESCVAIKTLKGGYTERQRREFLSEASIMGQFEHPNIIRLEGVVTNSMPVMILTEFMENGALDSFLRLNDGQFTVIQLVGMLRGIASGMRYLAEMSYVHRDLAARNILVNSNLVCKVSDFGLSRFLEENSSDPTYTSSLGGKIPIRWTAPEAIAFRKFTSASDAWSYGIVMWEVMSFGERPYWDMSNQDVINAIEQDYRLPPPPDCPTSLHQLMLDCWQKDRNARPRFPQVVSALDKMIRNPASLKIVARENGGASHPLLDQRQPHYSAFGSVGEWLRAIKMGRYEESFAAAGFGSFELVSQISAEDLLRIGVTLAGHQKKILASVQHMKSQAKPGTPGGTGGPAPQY
FAK inh: blocks human focal adhesion kinase activity. Q05397. biochemical FAK kinase activity assay. inhibition, %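 (tested at 7 µM)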. hit rate 0.84% among 97,000; in the data active = inhibition above about 19%;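 also: 0% = DMSO and 100% = reference compound high control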
F-actin modifier: cytoskeleton assembly modification. HUVEC TNFa F-actin phalloidin imaging, high content. hit rate 0.18% among 91,000. inhibition, % at 2 µM;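 active = inhibition above the batch mean plus 3 SD and confirmed as a hit by visual image inspection, cut at about 30% in these data, passing the limit was not always enough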; also: strong numbers were not always called active
PTK2B oligo ant: antagonists of human Pyk2 oligomerization. Q293 cells, Pyk2 FERM NanoBiT luminescence; active compounds read low. z-score (the deposit names both 25 µM and 10 µM). hit rate 0.83% among 99,000. AID 1347419;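 active = Z-score of -3 or lower, scaled per plate to the spread of control and sample wells; inactive = z-score above -3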;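 also: negative z-score means lost luminescence so less FERM oligomerization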
PLK1 inh: inhibitors of human PLK1 kinase. P53350. recombinant PLK1 kinase, TR-FRET peptide phosphorylation. inhibition, % at 10 µM. hit rate 0.53% among 97,000;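 active = inhibition of 50% or more in the single-concentration screen; inactive = inhibition below 50%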;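 also: 0% = DMSO max control and 100% = H-89 dihydrochloride min control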
PLK1 PBD inh: blocks phosphopeptide binding to human Plk1 polo box domain | P53350 | Plk1 PBD phosphopeptide binding, fluorescence polarization | inhibition, %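 (tested at about 20 µM)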 | hit rate 0.13% among 97,000 | AID 693; in the data active = inhibition above about 34%, passing the limit was not always enough
Rev-RRE block: inhibitors of HIV-1 Rev-RRE RNA interaction; AID 704; hit rate 0.79% among 97,000; P05866; Rev peptide-RRE RNA binding, FRET; inhibition, % at 8 µM;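 active = inhibition above the screen-wide mean plus 3 SD, cut at about 35% in these data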;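 also: 0% = median DMSO wells and 100% = median Neomycin B control wells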
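Test system: Cy5-tagged RRE RNA duplex with fluorescein-tagged Rev peptide; Probe or stimulus: labelled Rev peptide; Schedule: 5 min preincubation and 15 min binding, 25 °C; Signal: FRET fluorescence readout; Evaluation: % inhibition from 671/540 nm acceptor-to-donor ratio, scaled between controls; Control set: DMSO and neomycin B.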
An asterisk follows results filed as active; . = no result given. Compounds as they come, and some 3.5% of all compounds hit somewhere here.

LYP act	LYP inh 2	EphB4 antag	FAK inh	F-actin modifier	PTK2B oligo ant	PLK1 inh	PLK1 PBD inh	Rev-RRE block	canonical_smiles
4	-2	-1	0	-4	-0.31	-4	-17	12	CCc1cc(=O)oc2cc(OCC(N)=O)c(Cl)cc12
-6	8	1	1	-8	0.52	-3	15	8	Fc1ccccc1Cc1nnc2n1N=C(c1ccc(Cl)cc1)CS2
0	-4	-4	0	9	0	-6	21	9	Cc1ccc(S(=O)(=O)N2CCN(C3CC(=O)N(CCc4ccccc4)C3=O)CC2)cc1C (stereo not given)
0	6	4	-3	-13	0.26	-4	3	6	Cc1nn(Cc2c(Cl)cccc2Cl)c(C)c1N
-1	1	-1	1	1	-0.48	-13	5	0	CCn1cc(/C=N/N=C2\CCC3C4CCc5cc(O)ccc5C4CC[C@]23C)c(C)n1 (stereo not given in full)
5	-12	4	0	-17	-0.22	-4	8	3	COc1cc(C)nc(N(C)S(=O)(=O)c2ccccc2Cl)n1
5	-2	-3	6	-45	-2	-8	1	4	CCn1c(CS(=O)Cc2ccc(Cl)cc2Cl)nnc1SCc1c(Cl)cccc1Cl (stereo not given)
-2	4	-2	-3	-3	0.77	-37	6	5	Cc1ccccc1NC(=O)NCCCN1CCCC1
-4	1	7	-1	1	.	-10	0	8	CC(C)Oc1ccc(N2CC(C(=O)Nc3ccc4c(c3)OCO4)CC2=O)cc1 (stereo not given)
-13	16	0	1	33	-0.4	-3	15	9	CC(OC(=O)c1cc2sccc2n1C)C(=O)NCc1ccc(F)cc1 (stereo not given)
-6	6	-4	0	-11	0.77	-9	-6	2	COC(=O)c1nn(-c2c(C)n(C)n(-c3ccccc3)c2=O)cc1O
-2	1	0	1	5	0.57	-6	-23	-2	CCOC(=O)N1CCN(C(=O)CCCn2c(=O)[nH]c3ccccc3c2=O)CC1
7	-7	1	1	-8	.	-14	-10	5	CCOC(=O)N1CCC(N2CC34C=CC(O3)C(C(=O)Nc3ccc(OCC)cc3)C4C2=O)CC1 (stereo not given)
-7	8	7	-2	8	2.9	-4	-12	6	CCOC(=O)N1CCN(S(=O)(=O)c2ccc(OCC(=O)OC)cc2)CC1
5	-7	6	12	27	-0.18	-5	-1	70*	CCCC1C2CN(C(C)C)CC=C2C(C#N)=C(N)C1(C#N)C#N (stereo not given)
6	-9	0	6	-32	0.36	-3	-23	4	O=C(CN1CCN(c2ccccc2)CC1)Nc1ccc(OCc2ccccc2)cc1
-8	7	-2	-1	1	-0.74	-12	-14	3	Cc1onc(-c2ccccc2)c1C(=O)Oc1cccnc1
-3	2	-2	2	-12	0.25	-5	-37	8	CCc1cc2c(NCCO)ncnc2s1
-9	6	2	-2	2	-0.74	44	-20	8	Cn1c2c(c(=O)n(C)c1=O)C(c1ccc(Br)cc1)Nc1ccccc1O2 (stereo not given)
-7	4	3	-5	-2	0.97	0	5	0	Cc1ccc(NC(=O)CSc2nnc(Cn3cnc4ccccc43)o2)cc1
5	-8	-2	-3	-6	-0.34	-6	17	3	O=C(Oc1cccc(N2C(=O)CCC2=O)c1)c1ccccc1
6	-7	-6	2	-6	0.2	-4	0	6	Cc1cc(C)n(-c2c(F)c(F)c(COC(=O)c3ccccc3)c(F)c2F)n1
4	-8	2	8	-20	.	-13	10	6	Cc1nnc(SCCn2c(N(C)Cc3ccccc3)nc3c2c(=O)[nH]c(=O)n3C)s1
-11	12	1	0	.	0.72	6	26	3	CCN(CC)C(=O)c1ccccc1NS(=O)(=O)c1ccc(C)cc1
-4	0	9	1	-10	.	-13	-1	10	CCOC(=O)C1=C(C)NC(=O)NC1c1ccc(N(C)C)cc1 (stereo not given)
-2	2	2	-1	1	1.3	-7	19	0	Cc1cc(C)cc(-n2nc(C)cc2N)c1
9	-9	5	2	.	0.38	-3	-11	7	CCOc1ccc(NC(=O)c2ccccc2CO)cc1
-2	3	-3	0	-1	-0.13	-6	17	4	COc1ccc(S(=O)(=O)Nc2ccc(O)c(Sc3ncn[nH]3)c2)cc1
-2	5	4	-1	6	-0.27	-16	10	6	CC(C)CCn1c(C(C)O)nc2ccccc21 (stereo not given)
8	-12	-1	2	.	-0.67	-4	-41	4	CCOC(=O)C1(CCC(C)C)CC(CSc2nc3ccccc3[nH]2)OC1=O (stereo not given)
-5	0	-7	2	4	-1.7	-11	-20	2	O=C(c1ccccc1)c1ccc(N2CCOCC2)c(NC(=O)c2ccco2)c1
10	-9	3	-1	18	0.43	-6	-13	-1	Fc1ccc(CSc2nncn2NCc2ccccc2)cc1
1	-3	0	2	-11	-0.41	-11	32	2	CN=C1SC(CC(=O)Nc2ccc(C(C)=O)cc2)C(=O)N1C (stereo not given)
3	-8	-5	-1	0	1.3	-6	6	7	COC(=O)c1noc(-c2ccc(OC)cc2)n1
-16	16	-4	-2	-48	-1.6	-7	5	-2	Cc1ccc2cc(CN(Cc3ccccc3)Cc3nnnn3C3CCCC3)c(=O)[nH]c2c1
0	-1	-4	2	3	0.88	-17	18	6	COc1cccc(CSc2nnc(CSc3nc4nc(C)cc(C)n4n3)s2)c1
9	-12	5	-2	3	-0.33	-10	-6	8	CS(=O)(=O)N(CC(=O)NCCSc1ccccc1)c1ccc2c(c1)OCO2
-3	3	-2	-3	0	-0.15	-15	34	1	CC1(C)Cc2c(c(=S)nc(-c3ccccc3)n2CCO)CO1
1	-4	0	-2	-20	0.09	-7	-16	16	O=C(CCn1cnc2ccccc2c1=O)Nc1ccc(S(=O)(=O)N2CCCCC2)cc1
-12	12	7	-1	-13	0.73	-7	-16	6	CN1CCN(C2=CC(=O)OC23CCCCC3)CC1
-4	2	-2	0	-25	2	-7	9	-3	Cc1cc(-c2nnco2)c(C)n1-c1ccc(F)cc1
-4	2	-4	-1	-16	-0.89	-5	7	-1	Cc1ccc(S(=O)(=O)NCC(=O)N(CC(=O)NCC2CCCO2)Cc2ccccc2)cc1 (stereo not given)
8	-8	8	0	13	-0.13	-5	-7	7	CC(=O)Nc1cc2c(cc1C(=O)c1ccc(C)cc1)OCCO2
-17	14	-1	7	-2	-3.1*	-11	-5	4	COc1ccc(C(=O)Nc2ccc(S(=O)(=O)N3CCc4ccccc43)cc2)cc1
-6	5	-1	1	6	0.21	-12	-23	7	O=C1CC(N2CCCc3ccccc32)C(=O)N1c1ccccc1Cl (stereo not given)
0	2	5	3	1	0.76	-10	-12	1	O=C1c2ccccc2NC2(CCCC2)N1O
6	-3	1	1	-13	0.49	-1	15	1	O=C(CN1C(=O)NC2(CCCCC2)C1=O)Nc1ccc(S(=O)(=O)N2CCOCC2)cc1
-10	14	4	-1	29	.	-5	5	6	CSc1ncc(C(=O)O)c(C)n1
-11	11	-2	-2	7	-0.85	-9	24	-2	O=C(NCCc1ccccc1)c1nc2c(nnn2Cc2ccccc2Cl)c(=O)[nH]1
2	-3	3	0	9	-0.38	-8	-12	4	CCOC(=O)Oc1ccc2oc(C)c(C(=O)OCCOC)c2c1
-6	8	8	0	13	0.92	-21	-19	11	Cc1n[nH]c(C)c1S(=O)(=O)N1CCCCCC1
3	-8	8	-1	-3	-0.34	-1	4	-3	Cc1cc(C)cc(NC(=O)N2CCC(NC(=O)c3ccccc3C)CC2)c1
4	0	0	-13	8	-0.6	-6	-18	4	O=C(CSc1oc(-c2ccccc2)nc1S(=O)(=O)c1ccc(F)cc1)NCC1CCCO1 (stereo not given)
10	-6	1	-4	.	0.46	-2	-9	0	Cc1ccc(S(=O)(=O)N(CCC(=O)O)Cc2ccc(Cl)cc2)cc1
4	-8	-1	-3	0	-1.8	-12	-23	-2	COc1ccccc1-c1cc(C(=O)NCc2cccs2)no1
-3	1	-4	2	14	0.12	-10	5	4	O=C(CN1CCN(S(=O)(=O)c2ccccc2)CC1)Nc1ccc2c(c1)OCO2
0	-2	2	-1	6	0.91	-14	7	-3	O=C(Cc1ccc(-n2c(=S)[nH]c3ccccc3c2=O)cc1)N1CCN(c2ccccc2)CC1
-2	2	-2	6	-25	0.3	-11	7	5	COc1ccc(CC(NC(C)=O)C(=O)NC2CCN(S(=O)(=O)c3ccccc3)CC2)cc1OC (stereo not given)
0	0	-7	-8	1	3	-11	-2	4	CCC1CCCCN1CCNC(=O)CNS(=O)(=O)c1ccc2nc(C)sc2c1 (stereo not given)
1	-4	-8	0	8	.	-7	1	0	COc1ccc(N2C(=O)C3CCCN3C2c2ccccc2F)cc1 (stereo not given)

Next section
LYP act	LYP inh 2	EphB4 antag	FAK inh	F-actin modifier	PTK2B oligo ant	PLK1 inh	PLK1 PBD inh	Rev-RRE block	canonical_smiles
7	-2	-3	2	2	-0.43	-11	4	25	Cc1nc(N)sc1-c1csc(NCc2ccccc2)n1
10	-8	3	0	-12	1.5	-9	21	9	CS(=O)(=O)N1CCC(C(=O)O)CC1
-10	8	-1	-10	12	.	-6	12	3	COc1ccccc1C(=O)Nc1nnc(-c2ccc(F)cc2)o1
-6	5	-5	1	-39	1.3	-2	-2	8	CC(=O)Nc1ccc2c(c1)C(=O)N(C1CCCCC1)C2=O

Retrieved by structure from the list above, 4 records:
LYP act	LYP inh 2	EphB4 antag	FAK inh	F-actin modifier	PTK2B oligo ant	PLK1 inh	PLK1 PBD inh	Rev-RRE block	canonical_smiles
-6	5	-5	1	-39	1.3	-2	-2	8	CC(=O)Nc1ccc2c(c1)C(=O)N(C1CCCCC1)C2=O
7	-2	-3	2	2	-0.43	-11	4	25	Cc1nc(N)sc1-c1csc(NCc2ccccc2)n1
10	-8	3	0	-12	1.5	-9	21	9	CS(=O)(=O)N1CCC(C(=O)O)CC1
-10	8	-1	-10	12	.	-6	12	3	COc1ccccc1C(=O)Nc1nnc(-c2ccc(F)cc2)o1

Records above shown as hits in PTK2B oligo ant.
LYP act	LYP inh 2	EphB4 antag	FAK inh	F-actin modifier	PTK2B oligo ant	PLK1 inh	PLK1 PBD inh	Rev-RRE block	canonical_smiles
-17	14	-1	7	-2	-3.1*	-11	-5	4	COc1ccc(C(=O)Nc2ccc(S(=O)(=O)N3CCc4ccccc43)cc2)cc1

Screening results as filed in PubChem BioAssay.
